# NFkB SMM: binders of human NF-kappa-B p105; calls only; actives 1.3% (n = 17,000); Small molecule microarray, anti-His fluorescence binding; P19838;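 active = spot fluorescence over background significantly raised, with a chance value under 7% in all four replicate spots of the compound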;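 note: probe protein is his-tagged human p50 processed subunit at 1 µg/ml; raw spot fluorescence signals with no normalization applied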
# Target sequence (P19838 1-433 limits assumed): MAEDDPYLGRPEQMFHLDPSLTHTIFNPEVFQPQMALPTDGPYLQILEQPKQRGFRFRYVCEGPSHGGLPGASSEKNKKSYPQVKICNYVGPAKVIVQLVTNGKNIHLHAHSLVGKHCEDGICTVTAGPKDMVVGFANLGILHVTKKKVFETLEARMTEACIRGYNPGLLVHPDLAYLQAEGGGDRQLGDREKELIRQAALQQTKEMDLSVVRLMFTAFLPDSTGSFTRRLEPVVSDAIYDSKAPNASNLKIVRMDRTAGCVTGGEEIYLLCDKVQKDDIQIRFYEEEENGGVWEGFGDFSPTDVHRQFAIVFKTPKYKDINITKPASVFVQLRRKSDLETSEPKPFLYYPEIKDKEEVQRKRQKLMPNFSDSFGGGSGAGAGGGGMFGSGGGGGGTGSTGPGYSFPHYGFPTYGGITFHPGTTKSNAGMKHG
# Calls only; i = inactive.
SMILES,NFkB SMM
O=c1cc(O)cc(/C=C/c2ccc(O)c(O)c2)o1,i
C[C@H](CO)N1C[C@H](C)[C@H](CN(C)C(=O)Nc2ccc(C(F)(F)F)cc2)Oc2c(NS(=O)(=O)c3cn(C)cn3)cccc2C1=O,i
O=C(NCc1ccco1)c1cccc(S(=O)(=O)N2CCCCCC2)c1,i
Cc1noc(C)c1NC(=O)N(C)C[C@H]1OCCCC[C@@H](C)Oc2ccc(NC(=O)c3ccncc3)cc2C(=O)N([C@H](C)CO)C[C@@H]1C,i
C[C@H]1CN([C@@H](C)CO)C(=O)c2cccc(NS(C)(=O)=O)c2O[C@H]1CN(C)S(=O)(=O)c1cn(C)cn1,i
Cc1cc(C(=O)Nc2cccc3c2O[C@@H](CN(C)C(=O)Nc2c(C)noc2C)[C@H](C)CN([C@H](C)CO)C3=O)n(C)n1,i
C/C(=C/CC[C@@H](CO)[C@H]1CC[C@@]2(C)[C@@H]3CC[C@H]4C(C)(C)[C@@H](O[C@@H]5O[C@H](CO)[C@@H](O)[C@H](O)[C@H]5O)C[C@H](O)[C@@]45C[C@@]35CC[C@]12C)CO,i
COc1ccc(CN(C)C[C@H]2Oc3ccc(NC(=O)CCN4CCOCC4)cc3C(=O)N([C@@H](C)CO)C[C@@H]2C)cc1,i
C[C@H](O)C1=CC2(CC[C@@H]3C(C(=O)O)=CO[C@@H](O[C@@H]4O[C@H](CO)[C@@H](O)[C@H](O)[C@H]4O)[C@@H]32)OC1=O (some centres undefined),i
C[C@@H]1CCCCO[C@H](CN(C)Cc2ccc(C(=O)O)cc2)[C@H](C)CN([C@@H](C)CO)C(=O)c2cc(NC(=O)Nc3ccc(F)cc3)ccc2O1,i
C[C@@H]1CN([C@H](C)CO)C(=O)c2cccc(NC(=O)Nc3ccc(F)cc3)c2O[C@H]1CN(C)C,i
C[C@@H]1CN([C@@H](C)CO)C(=O)c2cccc(NC(=O)Nc3ccc4c(c3)OCO4)c2O[C@H]1CN(C)S(=O)(=O)c1ccccc1,i
CCOC(=O)c1c(-c2ccc(Cl)cc2)csc1NC(=O)C1CCCCC1C(=O)O (centres undefined),i
Cc1c(C(=O)C2C(=O)C(=O)N(Cc3cccnc3)C2c2cccs2)cnn1-c1ccccc1 (centres undefined),i
C[C@H](CO)N1C[C@H](C)[C@H](CN(C)C)Oc2ccc(NC(=O)Nc3ccc4c(c3)OCO4)cc2CC1=O,i
C[C@@H]1CCCCO[C@@H](CN(C)C(=O)Nc2ccccc2)[C@H](C)CN([C@@H](C)CO)C(=O)c2cc(NC(=O)CCCN(C)C)ccc2O1,i
C[C@H](CO)N1C[C@H](C)[C@@H](CN(C)C(=O)Nc2ccccc2)Oc2c(NC(=O)c3nc4ccccc4s3)cccc2C1=O,i
NCCNc1ccc([N+](=O)[O-])c(Sc2nc3ccccc3[nH]2)c1,i
O=C(Nc1ccccc1)c1ccc(NCC2CCCO2)c(S(=O)(=O)N2CCOCC2)c1 (centres undefined),i
COc1c2ccoc2nc2c(OC)c(OC[C@@H](O)C(C)(C)O)ccc12,i
Cc1onc(-c2ccccc2Cl)c1C(=O)NCc1ccc(N2CCCC2=O)cc1,i
C[C@@H]1CN([C@@H](C)CO)C(=O)Cc2cc(NC(=O)C3CC3)ccc2O[C@H]1CN(C)Cc1ccc(C(F)(F)F)cc1,i
C[C@H]1CN([C@@H](C)CO)C(=O)Cc2cc(NS(C)(=O)=O)ccc2O[C@H]1CN(C)Cc1ccc(-c2ccccc2)cc1,i
CCCC1=CC(=O)C(O)C1O (centres undefined),i
Cc1c(Cl)cccc1NC(=O)COc1ccc(S(=O)(=O)N2CCOCC2)cc1,i

# The list goes on:
SMILES,NFkB SMM
O=C(N[C@H](CO)[C@H](O)c1ccc([N+](=O)[O-])cc1)C(Cl)Cl,i
C[C@@H]1CN([C@H](C)CO)C(=O)c2cccc(NC(=O)Nc3cccc4ccccc34)c2O[C@@H]1CN(C)S(=O)(=O)c1cn(C)cn1,i
C[C@@H]1CN([C@@H](C)CO)C(=O)c2cccc(NC(=O)Nc3ccc4c(c3)OCO4)c2O[C@@H]1CN(C)Cc1ccc(-c2ccccc2)cc1,i
CC(Oc1ccc(Cl)cc1Cl)C(=O)NC(=S)Nc1cccc(NC(=O)c2cccs2)c1 (centres undefined),i
COc1ccc(S(=O)(=O)N(C)C[C@@H]2Oc3ccc(NC(=O)Nc4c(C)noc4C)cc3C(=O)N([C@@H](C)CO)C[C@H]2C)cc1,i
Cc1noc(C)c1NC(=O)N(C)C[C@H]1Oc2ccc(NS(=O)(=O)c3cccs3)cc2C(=O)N([C@H](C)CO)C[C@H]1C,i
CCCc1c(C(=O)O)c(O)cc2c1C(=O)c1c(O)cccc1C2=O,i
C[C@H]1CN([C@@H](C)CO)C(=O)c2cccc(NC(=O)C3CCOCC3)c2O[C@H]1CN(C)Cc1ccc(C(=O)O)cc1,i
Cc1ccccc1OCC(=O)Nc1cccc(-c2nc3ccccc3s2)c1,i
CNC[C@H]1OCCCC[C@H](C)Oc2ccc(NC(=O)C3CCCCC3)cc2C(=O)N([C@H](C)CO)C[C@@H]1C,i
CCCN(CC1CC1)c1nc(C)nc(Nc2c(Cl)cc(Cl)cc2Cl)c1Cl,i
COc1ccc(NC(=O)Nc2ccc3c(c2)C(=O)N([C@H](C)CO)C[C@@H](C)[C@H](CN(C)C)O3)cc1,i
COC(=O)CSc1nc(C)cc(C)n1,i
CCN1C(=O)C=CC1=O,i
COc1ccc(CN(C)C[C@H]2Oc3ccc(NC(=O)Cc4ccccc4)cc3CC(=O)N([C@@H](C)CO)C[C@H]2C)cc1,i
CNC[C@@H]1Oc2ccc(NC(=O)C3CC3)cc2C(=O)N([C@H](C)CO)C[C@@H]1C,i
Cc1ccc(NC(=O)C2Cc3ccccc3CN2S(=O)(=O)c2ccc(C)cc2)cc1 (centres undefined),i
COc1ccc(CN(C)C[C@H]2Oc3ccc(NC(=O)Cc4ccccc4)cc3C(=O)N([C@H](C)CO)C[C@@H]2C)cc1,i
C[C@H]1CN([C@@H](C)CO)C(=O)CCCn2cc(nn2)CO[C@H]1CN(C)C(=O)Nc1ccc(C(C)(C)C)cc1,i
COc1ccc(S(=O)(=O)N(C)C[C@H]2Oc3c(NS(=O)(=O)c4cccs4)cccc3C(=O)N([C@@H](C)CO)C[C@H]2C)cc1,i
C[C@@H]1CCCCO[C@H](CN(C)C(=O)c2ccccc2)[C@@H](C)CN([C@@H](C)CO)C(=O)c2cc(NS(=O)(=O)c3cn(C)cn3)ccc2O1,i
Cc1ccc2nc(NCCCO)[nH]c2c1,i
CCO[C@@H]1OC(C(=O)O)=C[C@H](C)[C@H]1CCCO,i
C[C@H](CO)N1C[C@H](C)[C@H](CN(C)C(=O)CCC(F)(F)F)OCCCC[C@H](C)Oc2ccc(NC(=O)c3ccccc3)cc2C1=O,i
COc1ccc(NC(=O)CSc2nc(O)cc(=O)n2C)cc1,i

# Reformatted with tabs: entries from further up
Molecule	NFkB SMM
O=C(N[C@H](CO)[C@H](O)c1ccc([N+](=O)[O-])cc1)C(Cl)Cl	i
C[C@@H]1CN([C@H](C)CO)C(=O)c2cccc(NC(=O)Nc3cccc4ccccc34)c2O[C@@H]1CN(C)S(=O)(=O)c1cn(C)cn1	i
C[C@@H]1CN([C@@H](C)CO)C(=O)c2cccc(NC(=O)Nc3ccc4c(c3)OCO4)c2O[C@@H]1CN(C)Cc1ccc(-c2ccccc2)cc1	i
CC(Oc1ccc(Cl)cc1Cl)C(=O)NC(=S)Nc1cccc(NC(=O)c2cccs2)c1 (centres undefined)	i
COc1ccc(S(=O)(=O)N(C)C[C@@H]2Oc3ccc(NC(=O)Nc4c(C)noc4C)cc3C(=O)N([C@@H](C)CO)C[C@H]2C)cc1	i
Cc1noc(C)c1NC(=O)N(C)C[C@H]1Oc2ccc(NS(=O)(=O)c3cccs3)cc2C(=O)N([C@H](C)CO)C[C@H]1C	i
CCCc1c(C(=O)O)c(O)cc2c1C(=O)c1c(O)cccc1C2=O	i
C[C@H]1CN([C@@H](C)CO)C(=O)c2cccc(NC(=O)C3CCOCC3)c2O[C@H]1CN(C)Cc1ccc(C(=O)O)cc1	i
Cc1ccccc1OCC(=O)Nc1cccc(-c2nc3ccccc3s2)c1	i
CNC[C@H]1OCCCC[C@H](C)Oc2ccc(NC(=O)C3CCCCC3)cc2C(=O)N([C@H](C)CO)C[C@@H]1C	i
CCCN(CC1CC1)c1nc(C)nc(Nc2c(Cl)cc(Cl)cc2Cl)c1Cl	i
COc1ccc(NC(=O)Nc2ccc3c(c2)C(=O)N([C@H](C)CO)C[C@@H](C)[C@H](CN(C)C)O3)cc1	i
COC(=O)CSc1nc(C)cc(C)n1	i
CCN1C(=O)C=CC1=O	i

# Further entries
SMILES,NFkB SMM
C[C@H](CO)N1C[C@H](C)[C@H](CN(C)Cc2ccc(C(F)(F)F)cc2)Oc2ccc(NS(C)(=O)=O)cc2CC1=O,i
C[C@H](CO)N1C[C@H](C)[C@H](CN(C)S(=O)(=O)c2ccccc2)OCCCC[C@H](C)Oc2ccc(NC(=O)Cc3ccccc3)cc2C1=O,i
c1ccc(CNc2ncnc3scc(C4COc5ccccc5O4)c23)cc1 (centres undefined),i
C=CC1C2C(C)=CC(C3C(=O)N(C)C(=O)C32)N1Cc1ccc(OC)cc1 (centres undefined),i
COc1cc(NC(=O)COc2cccc(C)c2C)ccc1-c1cc2ccccc2oc1=O,i
O=C(CC1c2ccccc2Oc2ccccc21)Nc1ccccc1C(=O)N1CCCCC1,i
COc1ccc2c(c1)O[C@@H]1COc3cc4c(cc3[C@]1(O)C2=O)OCO4,i
CC1OC(OCC2(C)C=C3C4CCC5C6(C)CCC(O)C(C)(COC7OC(CO)C(O)C(O)C7O)C6CCC5(C)C4(C)CCC3(C(=O)O)CC2)C(O)C(O)C1O (centres undefined),i
COc1ccc(CN(C)C[C@@H]2Oc3ccc(NC(=O)Nc4ccc(C(F)(F)F)cc4)cc3CC(=O)N([C@@H](C)CO)C[C@@H]2C)cc1,i
COc1ccc(-c2cc(C)nc(SCC(=O)c3cccc([N+](=O)[O-])c3)n2)cc1,i
C[C@H]1CN([C@@H](C)CO)C(=O)c2cccc(NS(C)(=O)=O)c2O[C@H]1CN(C)CC1CC1,i
Cc1noc(C)c1S(=O)(=O)Nc1ccc2c(c1)CC(=O)N([C@H](C)CO)C[C@@H](C)[C@@H](CN(C)C(=O)Nc1ccc(C(F)(F)F)cc1)O2,i
C[C@@H]1CN([C@@H](C)CO)C(=O)c2cc(NC(=O)Nc3ccc4c(c3)OCO4)ccc2O[C@@H](C)CCCCO[C@@H]1CN(C)Cc1ccc2c(c1)OCO2,i
C[C@@H]1CN([C@H](C)CO)C(=O)CCCn2cc(nn2)CO[C@H]1CN(C)C(=O)c1ccc2ccn(C)c2c1,i
C[C@H](CO)N1C[C@H](C)[C@@H](CN(C)Cc2ccc(Oc3ccccc3)cc2)Oc2ccc(NC(=O)Nc3ccc(F)cc3)cc2C1=O,i
C[C@@H]1CN([C@H](C)CO)C(=O)c2cccc(NS(=O)(=O)c3ccc(Cl)cc3)c2O[C@@H]1CN(C)C(=O)Nc1cccc2ccccc12,i
Cc1noc(C)c1S(=O)(=O)Nc1cccc2c1O[C@@H](CN(C)Cc1ccncc1)[C@@H](C)CN([C@H](C)CO)C2=O,i
O=C(COc1ccc(Br)cc1)NCCN1CCOCC1,i
CC1=CC(C/C(C)=C/COc2ccc3ccc(=O)oc3c2)OC1=O (centres undefined),i
COc1ccc(CN(C)C[C@@H]2OCCCC[C@@H](C)Oc3ccc(NC(=O)NC4CCCCC4)cc3C(=O)N([C@H](C)CO)C[C@H]2C)cc1,i
C[C@H](CO)N1C[C@H](C)[C@@H](CN(C)S(=O)(=O)c2cn(C)cn2)Oc2c(NC(=O)c3cnccn3)cccc2C1=O,i
CCN1CCN(c2c(Cl)cccc2NC(=O)COc2ccc(OC)cc2)CC1,i
C[C@@H]1CCCCO[C@@H](CN(C)Cc2ccc(Cl)c(Cl)c2)[C@H](C)CN([C@H](C)CO)C(=O)c2cc(N(C)C)ccc2O1,i
CNC[C@@H]1OCCCC[C@H](C)Oc2ccc(N(C)C)cc2C(=O)N([C@@H](C)CO)C[C@@H]1C,i
Cc1nnc(SCc2cc(=O)[nH]c(Nc3nc(C)c4cccc(C)c4n3)n2)s1,i

# Continuation:
SMILES,NFkB SMM
O=C(CSCc1cc(=O)[nH][nH]1)Nc1ccc(F)cc1,i
C[C@H](CO)N1C[C@H](C)[C@@H](CN(C)Cc2ccc3c(c2)OCO3)Oc2ccc(NC(=O)CCCN(C)C)cc2C1=O,i
COc1cc(/C(C)=C/C(C)=C\C(=O)O)oc(=O)c1C,i
Cc1noc(C)c1NC(=O)Nc1ccc2c(c1)CC(=O)N([C@H](C)CO)C[C@H](C)[C@H](CN(C)C(=O)NC(C)C)O2,i
COc1ccc(C#Cc2ccc3c(c2)[C@]2(C(=O)N3)[C@H](c3ccccc3OCCO)N3[C@H](c4ccccc4)[C@H](c4ccccc4)OC(=O)[C@H]3[C@@H]2C(=O)NC[C@H](O)c2ccccc2)cc1,i
CNC[C@@H]1Oc2ccc(NC(=O)NC(C)C)cc2CC(=O)N([C@H](C)CO)C[C@@H]1C,i
CC(C)NC(=O)N(C)C[C@H]1OCCCC[C@H](C)Oc2ccc(NC(=O)CCC(F)(F)F)cc2C(=O)N([C@@H](C)CO)C[C@H]1C,i
C[C@H](CO)N1C[C@H](C)[C@H](CN(C)S(=O)(=O)c2ccc(F)cc2)Oc2ccc(NC(=O)Nc3ccc(C(F)(F)F)cc3)cc2CC1=O,i
C[C@@H]1CN([C@H](C)CO)C(=O)c2cc(NC(=O)Cc3ccccc3)ccc2O[C@H]1CN(C)C(=O)Nc1ccccc1,i
COCCOC(=O)N1C(=O)[C@@]2(c3ccccc31)[C@H](C(=O)N1CCc3cc(OC)c(OC)cc3C1)[C@H]1C(=O)O[C@H](c3ccccc3)[C@H](c3ccccc3)N1[C@@H]2c1ccc(O)cc1,i
C[C@H](CO)N1C[C@H](C)[C@@H](CN(C)Cc2ccncc2)Oc2ccc(NC(=O)Nc3ccccc3)cc2C1=O,i
COCC(C)NS(=O)(=O)c1ccc(NC(C)=O)cc1 (centres undefined),i
COc1cc2c(cc1NC(=O)COC(C)=O)oc1ccccc12,i
CC1(C)S[C@@H]2[C@H](NC(=O)[C@H](N)c3ccc(O)cc3)C(=O)N2[C@H]1C(=O)O,i

# Only part of the results is shown; rates above refer to the full screens.
